BoNT-F LC inh: BoNT/F light chain protease inhibitors, primary screen, biochemical, flow cytometry, MLPCN library; Multiplex microsphere protease cleavage assay; inhibition, % at 10 µM; actives 0.22% (n = 360,000); AID 588497, 2011; in the data active = inhibition above about 35%, passing the limit was not always enough; inconclusive = no clear call, values can overlap the other calls; note: plate controls were buffer without enzyme for full effect and enzyme alone for no effect
UGM FP inh: M. tuberculosis UGM enzyme inhibitors, primary screen, biochemical, fluorescence polarization, single point; UDP-galactopyranose mutase (Mycobacterium tuberculosis (strain ATCC 25618 / H37Rv)), …; purified UGM, fluorescence polarization probe displacement; inhibition, % at 10 µM; actives 0.06% (n = 320,000); in the data active = inhibition above about 10%, passing the limit was not always enough; inconclusive = no clear call, values can overlap the other calls
Target sequence (P9WIQ1 whole entry, looked up): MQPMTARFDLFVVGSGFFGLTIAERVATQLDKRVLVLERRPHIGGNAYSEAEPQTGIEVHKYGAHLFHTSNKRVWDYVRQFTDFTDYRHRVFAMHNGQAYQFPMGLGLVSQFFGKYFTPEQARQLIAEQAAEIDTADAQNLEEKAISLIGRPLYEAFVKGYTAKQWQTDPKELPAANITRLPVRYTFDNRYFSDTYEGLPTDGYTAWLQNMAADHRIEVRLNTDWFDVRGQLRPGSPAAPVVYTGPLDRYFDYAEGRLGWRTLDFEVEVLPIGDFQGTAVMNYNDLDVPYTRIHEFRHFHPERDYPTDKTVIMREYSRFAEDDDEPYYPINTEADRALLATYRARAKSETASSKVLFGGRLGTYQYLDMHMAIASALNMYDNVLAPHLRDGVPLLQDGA
DUSP3 inh: VHR1 phosphatase inhibitors, primary screen, biochemical, absorbance, uHTS | Dual specificity protein phosphatase 3 (Homo sapiens), P51452 | recombinant VHR phosphatase, pNPP absorbance | inhibition, % at 13.3 µM | actives 0.52% (n = 290,000) | AID 1654, 2009; in the data active = inhibition above about 50%; note: some compounds called inactive have numbers as strong as hits
Target sequence (P51452 whole entry, looked up): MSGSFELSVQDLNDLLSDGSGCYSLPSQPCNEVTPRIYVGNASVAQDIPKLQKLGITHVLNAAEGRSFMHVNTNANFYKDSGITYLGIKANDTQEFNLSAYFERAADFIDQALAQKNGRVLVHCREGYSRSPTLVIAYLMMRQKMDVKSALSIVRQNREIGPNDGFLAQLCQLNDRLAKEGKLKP
GDH-TPI inh: GDH-TPI coupling enzyme inhibitors, primary screen, artefact control for M. tuberculosis FBA inhibitor project, biochemical, absorbance, full deck; GDH-TPI coupled enzyme counterscreen, NADH absorbance; inhibition, % at 4.8 µM; actives 1.2% (n = 360,000); AID 588335, 2011;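 note: 0% = DMSO wells and 100% = wells lacking the enzyme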
BioA inh: M. tuberculosis BioA enzyme inhibitors, primary screen, biochemical, plate reader, single point, HTS; inhibition, % at 9.99 µM; actives 0.096% (n = 360,000); AID 602481, 2012; purified M. tuberculosis BioA enzyme; in the data active = inhibition above about 40%; inconclusive = no clear call, values can overlap the other calls
CCHF vOTU inh: CCHFV vOTU protease inhibitors, primary screen, biochemical, Pep-AMC substrate, fluorescence | Crimean-Congo hemorrhagic fever virus L polyprotein viral ovarian tumor (vOTU) protease … | inhibition, % at 11.5 µM | actives 0.55% (n = 370,000); note: 0% = vehicle wells with enzyme and 100% = no enzyme wells
MazEF act: activators of E. coli MazEF toxin-antitoxin RNase, primary screen, biochemical, fluorescence, uHTS. FAM/BHQ RNA-DNA oligo cleavage fluorescence, 5 h. AID 504720, 2011. activation, % at 20 µM. Endoribonuclease toxin MazF (Escherichia coli (strain K12)), P0AE70. actives 0.32% (n = 350,000); in the data active = activation above about 50%
Target sequence (P0AE70 whole entry, looked up): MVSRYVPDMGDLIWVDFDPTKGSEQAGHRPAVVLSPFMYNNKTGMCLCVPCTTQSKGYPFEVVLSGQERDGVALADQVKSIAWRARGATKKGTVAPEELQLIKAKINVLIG
FBA Mtb inh: Mtb FBA enzyme inhibitors, primary screen, biochemical, fluorescence, strain H37Rv. Fructose-bisphosphate aldolase (Mycobacterium tuberculosis (strain ATCC 25618 / H37Rv)), …. purified M. tuberculosis FBA, fluorescence read-out. inhibition, % at 1 µM. actives 2.3% (n = 360,000). AID 588726, 2011; in the data active = inhibition above about 27%;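 note: 0% = vehicle and 100% = reference inhibitor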
Target sequence (P9WQA3 whole entry, looked up): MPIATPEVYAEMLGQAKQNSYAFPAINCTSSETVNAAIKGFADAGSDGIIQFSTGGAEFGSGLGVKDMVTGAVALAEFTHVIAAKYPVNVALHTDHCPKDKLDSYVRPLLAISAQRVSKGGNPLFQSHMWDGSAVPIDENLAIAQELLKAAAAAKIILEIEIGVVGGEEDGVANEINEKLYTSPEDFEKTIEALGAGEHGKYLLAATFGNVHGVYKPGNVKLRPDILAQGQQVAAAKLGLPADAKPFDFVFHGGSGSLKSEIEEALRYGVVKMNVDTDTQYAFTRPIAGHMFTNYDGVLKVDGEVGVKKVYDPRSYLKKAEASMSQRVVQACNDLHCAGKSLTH
FadD28 FP inh: inhibitors of FadD28 bisubstrate probe binding, primary screen, biochemical, fluorescence polarization, single point | Mycobacterium tuberculosis FadD28 fatty-acid-AMP ligase | inhibition, % at 12.5 µM | actives 0.22% (n = 360,000) | AID 588549, 2011; in the data active = inhibition above about 8.5%, passing the limit was not always enough; inconclusive = no clear call, values can overlap the other calls
Rv3671c inh: Rv3671c serine protease inhibitors, primary screen, biochemical, fluorescence polarization, M. tuberculosis H37Rv; P9WHR9; inhibition, % at 5.96 µM; actives 0.048% (n = 320,000); in the data active = inhibition above about 38%;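 note: extracellular domain of Rv3671c used as enzyme; 0% = enzyme with DMSO and 100% = no enzyme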
Numbers without * were called inactive; ? = inconclusive; . = not tested or not shown; + = active, no number. Cut-off read from the data, not from the text of the source, unless noted: active = inhibition above about 30%; inactive = the rest.

cpd | Compound | BoNT-F LC inh | UGM FP inh | DUSP3 inh | GDH-TPI inh | BioA inh
1 | FC(F)(F)c1ccc(-n2ccnc2)nc1 | 2 | -1.1 | -4 | 0 | -1.5
2 | COc1ccccc1C(=O)NC(=O)COC(=O)CCNS(=O)(=O)c1ccccc1 | 0 | -3.5 | . | 3 | 1.2
3 | COC(=O)C12CCc3c(ccc4cc(OC)ccc34)C1=CC(=O)C2 (stereo not drawn) | 7 | . | . | 45* | 2.4
4 | COc1ccccc1N(C)C(=O)c1cc(S(=O)(=O)N2CCc3ccccc32)cn1C | -10 | -1.0 | -10 | 0 | 0.9
5 | COc1ccc(/C=C/C(=O)Nc2nc(C)c(C(=O)N(C)C)s2)cc1OC | 2 | 1.8 | -2 | 34* | -0.3
6 | Cc1ccc(C(=O)c2cc3ccccc3o2)cc1C | -6 | 1.3 | 26 | 17 | .
7 | Cc1nc2c(-c3ccc(F)cc3)c(C)[nH]n2c(=O)c1Cl | . | 1.1 | -4 | 24 | -0.7
8 | O=C(Cc1ccc(Cl)c(Cl)c1)NCC1(N2CCOCC2)CCCCC1 | -1 | 2.5 | -2 | 0 | .

cpd | CCHF vOTU inh | MazEF act | FBA Mtb inh | FadD28 FP inh | Rv3671c inh
1 | -7 | -5 | 3 | -1.1 | -8
2 | -3 | 7 | 3 | -0.7 | 6
3 | -334 | 7 | + | -3.2 | .
4 | -11 | 14 | 1 | -0.1 | 5
5 | 6 | 1 | 2 | -1.7 | 1
6 | 7 | 2 | -5 | -2.0 | 1
7 | -1 | -30 | 42* | -1.3 | 2
8 | -5 | -32 | 2 | -3.6 | -2

As a working copy, some entries already given:
cpd | Compound | BoNT-F LC inh | UGM FP inh | DUSP3 inh | GDH-TPI inh | BioA inh
1 | FC(F)(F)c1ccc(-n2ccnc2)nc1 | 2 | -1.1 | -4 | 0 | -1.5
2 | COc1ccccc1C(=O)NC(=O)COC(=O)CCNS(=O)(=O)c1ccccc1 | 0 | -3.5 | . | 3 | 1.2
3 | COC(=O)C12CCc3c(ccc4cc(OC)ccc34)C1=CC(=O)C2 (stereo not drawn) | 7 | . | . | 45* | 2.4
4 | COc1ccccc1N(C)C(=O)c1cc(S(=O)(=O)N2CCc3ccccc32)cn1C | -10 | -1.0 | -10 | 0 | 0.9

cpd | CCHF vOTU inh | MazEF act | FBA Mtb inh | FadD28 FP inh | Rv3671c inh
1 | -7 | -5 | 3 | -1.1 | -8
2 | -3 | 7 | 3 | -0.7 | 6
3 | -334 | 7 | + | -3.2 | .
4 | -11 | 14 | 1 | -0.1 | 5

Remaining list, next part:
cpd | Compound | BoNT-F LC inh | UGM FP inh | DUSP3 inh | GDH-TPI inh | BioA inh
9 | CCOc1ccc(-c2noc(CCCC(=O)NCC3CCCO3)n2)cc1OC (stereo not drawn) | -2 | -3.9 | -3 | -9 | -0.2
10 | Cc1cccn2c(=O)c3cc(C(=O)NC4CCS(=O)(=O)C4)sc3nc12 (stereo not drawn) | -8 | 1.6 | 29 | 27 | -0.6
11 | CC(=O)c1ccc(NC(=O)CSc2nnc(NC(=O)C3CC3)s2)cc1 | -3 | -0.2 | -17 | 6 | -0.3
12 | CC(Oc1ccc(Cl)cc1)C(=O)Nc1cccc(S(=O)(=O)N2CCCC2)c1 (stereo not drawn) | 2 | . | . | 2 | -1.4
13 | Cc1cc(C)c(S(=O)(=O)N(C)CC(=O)N2CCCCC2)c(C)c1 | 0 | -0.9 | 0 | 11 | 3.8
14 | Cc1cc(C(=O)OCC(=O)Nc2cc(C(F)(F)F)ccc2N2CCOCC2)c(C)o1 | -38 | 0.6 | 10 | -2 | -0.4
15 | Cc1ccc(C(=O)N/C(=C\c2ccc(-c3cccc([N+](=O)[O-])c3)o2)C(=O)NCCCN(C)C)cc1 | -4 | -0.8 | 54* | 59* | 2.5
16 | Cc1nnc(SCC2=C(C(=O)O)N3C(=O)C(NC(=O)Cc4ccccc4)C3SC2)s1 (stereo not drawn) | -5 | -3.5 | . | -4 | -0.2

cpd | CCHF vOTU inh | MazEF act | FBA Mtb inh | FadD28 FP inh | Rv3671c inh
9 | -4 | 2 | 3 | 0.9 | 6
10 | -168 | 8 | 192* | -3.4 | 0
11 | -8 | 14 | -1 | -3.1 | -7
12 | 4 | -1 | 1 | -1.0 | .
13 | 14 | 4 | -3 | -0.3 | -6
14 | 11 | 1 | 2 | -2.2 | 9
15 | 4 | 39 | -1 | -2.8 | -2
16 | 13 | 0 | -2 | -2.7 | 2

Next records.
cpd | Compound | BoNT-F LC inh | UGM FP inh | DUSP3 inh | GDH-TPI inh | BioA inh
17 | Cc1ccc(S(=O)(=O)N2CCCC(C(=O)NCC(C)C)C2)cc1 (stereo not drawn) | -5 | -0.5 | 7 | -4 | .
18 | S=c1[nH]nc(C2CCCCC2)n1/N=C/c1cccc(Cl)c1Cl | -9 | 0.5 | 15 | 0 | 0.0
19 | CN(C)S(=O)(=O)c1ccc(Cl)c(NC(=O)CN2CCc3ccccc3C2)c1 | -2 | -1.0 | 18 | 8 | .
20 | CNCCCOc1ccc2c(c1)CCC2 | 2 | -1.9 | -20 | 4 | 0.0
21 | COC(=O)c1ccc(N=NNc2ccc(C(=O)OC)cc2)cc1 | -6 | -1.3 | -1 | -1 | -1.3
22 | Cc1ccccc1-c1cnc(C(O)c2ccc(Cl)cc2C)[nH]1 (stereo not drawn) | -5 | . | . | -8 | 0.8
23 | COc1cc(NS(=O)(=O)c2ccc(NC(=O)COc3ccccc3Cl)cc2)nc(OC)n1 | . | -0.5 | 26 | . | .
24 | Nc1cccnc1Oc1ccc(F)cc1 | . | 0.4 | 13 | -8 | .

cpd | CCHF vOTU inh | MazEF act | FBA Mtb inh | FadD28 FP inh | Rv3671c inh
17 | 4 | 12 | 0 | 0.9 | -2
18 | 2 | -5 | -1 | 1.9 | .
19 | 8 | -1 | 0 | -1.4 | 5
20 | 8 | 10 | 4 | -3.1 | -5
21 | 33* | -12 | 5 | -1.5 | 2
22 | 9 | . | 1 | -2.6 | .
23 | 3 | 3 | . | . | -8
24 | -13 | 5 | -1 | -0.5 | 3

(more compounds)
cpd | Compound | BoNT-F LC inh | UGM FP inh | DUSP3 inh | GDH-TPI inh | BioA inh
25 | O=c1c2ccccc2ncn1-c1ccc([N+](=O)[O-])cc1[N+](=O)[O-] | 21 | 3.5 | -15 | -2 | 4.0
26 | COc1cc(/C=C2/SC(N)=NC2=O)ccc1Oc1ccc([N+](=O)[O-])cc1[N+](=O)[O-] | 0 | -1.2 | 42 | 26 | -0.9
27 | Cc1cc(NC(=O)COc2c(C)cccc2C)no1 | -14 | . | 13 | -4 | -0.6
28 | Nc1nnc(N2CCc3ccccc32)s1 | -4 | 0.7 | -18 | -6 | -0.6
29 | CC12COC3(C(N)=O)CC1CCC32C (stereo not drawn) | 4 | -1.8 | -17 | 9 | .
30 | Cc1cc(NC(=O)c2cncc(Br)c2)n(-c2ccccn2)n1 | 7 | . | 28 | 5 | -2.3
31 | C=CCn1c(CCc2cc(C(C)(C)C)c(O)c(C(C)(C)C)c2)n[nH]c1=S | -4 | -2.3 | 28 | -7 | .
32 | COc1ccccc1-c1oc2ccccc2c1-c1ccccc1OC | -13 | 5.2 | . | 9 | -2.0

cpd | CCHF vOTU inh | MazEF act | FBA Mtb inh | FadD28 FP inh | Rv3671c inh
25 | 14 | 3 | 0 | -2.6 | -1
26 | 11 | 18 | -2 | -2.7 | -9
27 | 6 | 6 | 4 | -2.3 | 3
28 | -3 | 6 | -2 | -0.9 | -1
29 | 5 | 0 | 0 | 0.1 | 12
30 | 6 | 28 | 3 | 0.1 | .
31 | 4 | 8 | 2 | -2.2 | -12
32 | 8 | 0 | 10 | -2.0 | -1

Full records from above. Order of values: BoNT-F LC inh, UGM FP inh, DUSP3 inh, GDH-TPI inh, BioA inh, CCHF vOTU inh, MazEF act, FBA Mtb inh, FadD28 FP inh, Rv3671c inh
COc1cc(/C=C2/SC(N)=NC2=O)ccc1Oc1ccc([N+](=O)[O-])cc1[N+](=O)[O-] is listed as 0, -1.2, 42, 26, -0.9, 11, 18, -2, -2.7, -9
C=CCn1c(CCc2cc(C(C)(C)C)c(O)c(C(C)(C)C)c2)n[nH]c1=S is listed as -4, -2.3, 28, -7, ., 4, 8, 2, -2.2, -12

(next part)
cpd | Compound | BoNT-F LC inh | UGM FP inh | DUSP3 inh | GDH-TPI inh | BioA inh
33 | COc1cc(/C=N/Nc2ccc(Cl)c(C(=O)O)c2)ccc1OCC(=O)N1C(C)CCCC1C (stereo not drawn) | 2 | 2.7 | 12 | 14 | .
34 | CCn1cc(C(=O)NCc2ccccc2F)c(=O)c2ccc(C)nc21 | 4 | 1.9 | -9 | 6 | 1.4
35 | CCc1nc(CNC(=O)C2CCC(=O)N(Cc3cccc(OC)c3)C2)no1 (stereo not drawn) | -3 | -1.1 | 11 | 1 | -0.3
36 | Cc1cc(C)nc(CCNC(=O)c2cc(COc3c(F)cccc3F)on2)n1 | 12 | 1.6 | 0 | 5 | .
37 | COc1ccc(NC(=S)NC(NC(=O)/C=C/c2ccccc2)C(Cl)(Cl)Cl)cc1 (stereo not drawn) | -11 | 2.9 | 23 | 16 | -2.0
38 | Cc1c(CC(=O)NCC(C)C)c(=O)oc2cc3c(cc12)CCC(C)(C)O3 | -30 | -2.6 | 9 | 16 | 1.6
39 | Cc1ccc(C2CC(c3cccc(Br)c3)n3nc(N)nc3N2)cc1 (stereo not drawn) | 4 | -2.2 | 11 | -8 | 1.2
40 | O=C(CN1CCC(O)(c2ccc3c(c2)OCO3)CC1)N1CCOCC1 | 3 | -1.4 | 32 | 0 | -1.3

cpd | CCHF vOTU inh | MazEF act | FBA Mtb inh | FadD28 FP inh | Rv3671c inh
33 | . | 5 | 4 | 1.5 | 4
34 | . | -4 | 1 | . | -8
35 | 2 | 9 | -1 | 0.2 | 2
36 | 16 | -1 | -6 | -0.5 | -1
37 | 10 | 6 | -10 | -1.6 | -61
38 | -168 | 1 | 140* | -2.6 | -7
39 | 5 | 16 | 6 | -2.1 | 4
40 | 6 | 6 | -1 | -2.4 | 6

Later entries.
cpd | Compound | BoNT-F LC inh | UGM FP inh | DUSP3 inh | GDH-TPI inh | BioA inh
41 | CC1COC(Cn2c3ccccc3c3ccccc32)O1 (stereo not drawn) | ? | 3.3 | 9 | 6 | .
42 | C/C(=N\NC(=O)COc1ccc(C)cc1Br)c1cc([N+](=O)[O-])cs1 | -1 | 1.2 | 18 | 8 | -1.1
43 | CCOC(=O)C1=C(C)NC(=O)CC1c1ccccc1OC (stereo not drawn) | -8 | 0.9 | 8 | -4 | .
44 | Cc1ccc(CSCCNC(=O)/C=C/c2ccccc2Cl)cc1 | -5 | 0.7 | 1 | 5 | -1.3
45 | COC(=O)[C@@H](NC(=O)c1ccccc1OC1CCN(S(C)(=O)=O)CC1)C(C)C | 7 | 2.7 | -52 | 6 | -0.1
46 | CCc1cc2c(SCC(=O)N3CCN(C(=O)c4cccs4)CC3)ncnc2s1 | 3 | . | . | 1 | 1.0
47 | O=C(CCS(=O)(=O)c1ccc(Cl)cc1)Nc1nc(-c2cccnc2)cs1 | 4 | 1.7 | 18 | 5 | -1.3

cpd | CCHF vOTU inh | MazEF act | FBA Mtb inh | FadD28 FP inh | Rv3671c inh
41 | -8 | 3 | 1 | -1.1 | -4
42 | 14 | 3 | 5 | -1.1 | -8
43 | 12 | -2 | -4 | -2.3 | 2
44 | -7 | -3 | 2 | ? | -17
45 | -12 | -30 | -1 | -1.3 | 1
46 | -1 | 8 | -1 | -4.1 | .
47 | 5 | -35 | -2 | -3.8 | -1

From PubChem
